PglD DTNB: PglD (C. jejuni) enzyme inhibition; purified PglD enzyme, DTNB colorimetric CoA detection; inhibition, % at 12.5 µM; 0.098% of 360,000 active; AID 602405; in the data active = inhibition above about 16%, passing the limit was not always enough; also: strong numbers were not always called active
Cneo AK release: Cryptococcus neoformans lysis via adenylate kinase release. C. neoformans lysis, adenylate kinase release luminescence, 4 h; normalised: neutral wells 0, clomiphene wells 100. lysis activity, % at 15 µM. 0.2% of 360,000 active;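 active = mean lysis activity across replicates of at least 80%, whatever share of replicates individually reach that level; inactive = mean lysis activity below 80%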
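Material – log-phase Cryptococcus neoformans yeast cells · Input – 5 × 10^6 yeast cells/mL · Medium – fresh YPD growth medium · Doses – single compound concentration per well · Timing – static 4 h at 37 °C with compound, 1 h detection · Detection – adenylate kinase release luminescence · Read-out – signal increase indicating cell lysis · Control set – Clomiphene as positive lysis control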
RAD52 inh: RAD52 (human) annealing inhibition | inhibition, % at 18.7 µM | AID 651710 | 0.46% of 360,000 active | P43351 | recombinant RAD52 DNA annealing, FRET fluorescence;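 active = every replicate showing at least 50% inhibition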
Target sequence (P43351 whole entry, looked up): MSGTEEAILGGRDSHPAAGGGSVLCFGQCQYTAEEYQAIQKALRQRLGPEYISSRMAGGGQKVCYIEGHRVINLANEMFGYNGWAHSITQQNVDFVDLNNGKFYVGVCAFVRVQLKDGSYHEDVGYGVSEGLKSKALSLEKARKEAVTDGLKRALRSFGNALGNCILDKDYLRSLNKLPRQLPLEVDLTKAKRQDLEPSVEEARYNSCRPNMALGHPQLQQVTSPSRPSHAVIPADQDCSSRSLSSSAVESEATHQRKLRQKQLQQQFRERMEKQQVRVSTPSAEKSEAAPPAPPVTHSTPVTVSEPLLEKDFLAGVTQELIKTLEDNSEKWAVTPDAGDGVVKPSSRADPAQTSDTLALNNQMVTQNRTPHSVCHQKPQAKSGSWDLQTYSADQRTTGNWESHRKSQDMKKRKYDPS
ERAP1 HTS inh: ERAP1 (human) enzyme inhibition; Q9NZ08; recombinant ERAP1, Leu-AMC fluorescence, 60 min; inhibition, % at 10.7 µM; 0.15% of 340,000 active;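 active = mean replicate inhibition of at least 30%, or all replicates individually reaching that 30% level; inactive = mean below 30% and not every replicate reaching it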;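 also: 0% = neutral control wells and 100% = L-leucinethiol positive control wells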
miR-122 sensor: blocks miR-122 activity in Huh7 sensor cells. Huh7 miR-122 Renilla luciferase sensor, 48 h; neutral wells = 0, positive control = 100. activation (reporter increase), % at 12.5 µM. AID 602342. 0.3% of 340,000 active;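 active = mean replicate activation score at least 90 and every replicate individually at or above 90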;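 also: higher luciferase means less miR-122 activity so hits act as miR-122 inhibitors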
PGC1a acetyl inh: PGC1a acetylation modulation, inhibitor mode | U2OS PGC1a acetylation, AlphaScreen anti-acetyl-lysine; with virally co-expressed GCN5 acetyltransferase | AID 651687 | inhibition, % at 15.6 µM | 0.17% of 350,000 active;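 active = every replicate shows inhibition of at least 40%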;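 also: 0% = neutral control wells and 100% = positive control wells; some results beyond the cut were filed as inactive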
E-sel inducer: E-selectin induction on HUVECs; 0.37% of 260,000 active; AID 686992; activation, % at 7.58 µM; HUVEC E-selectin immunofluorescence imaging; normalized: neutral wells 0, TNF-alpha wells 100;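 active = mean E-selectin-positive cell signal at least 10% of the positive control, reached in at least 60% of replicates, without over 20% cell loss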;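 also: in these data hits start at about 27%; measured in HUVEC primary endothelial cells; signal is the percent of cells scored E-selectin positive by PE staining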
Target sequence (P16581 whole entry, looked up): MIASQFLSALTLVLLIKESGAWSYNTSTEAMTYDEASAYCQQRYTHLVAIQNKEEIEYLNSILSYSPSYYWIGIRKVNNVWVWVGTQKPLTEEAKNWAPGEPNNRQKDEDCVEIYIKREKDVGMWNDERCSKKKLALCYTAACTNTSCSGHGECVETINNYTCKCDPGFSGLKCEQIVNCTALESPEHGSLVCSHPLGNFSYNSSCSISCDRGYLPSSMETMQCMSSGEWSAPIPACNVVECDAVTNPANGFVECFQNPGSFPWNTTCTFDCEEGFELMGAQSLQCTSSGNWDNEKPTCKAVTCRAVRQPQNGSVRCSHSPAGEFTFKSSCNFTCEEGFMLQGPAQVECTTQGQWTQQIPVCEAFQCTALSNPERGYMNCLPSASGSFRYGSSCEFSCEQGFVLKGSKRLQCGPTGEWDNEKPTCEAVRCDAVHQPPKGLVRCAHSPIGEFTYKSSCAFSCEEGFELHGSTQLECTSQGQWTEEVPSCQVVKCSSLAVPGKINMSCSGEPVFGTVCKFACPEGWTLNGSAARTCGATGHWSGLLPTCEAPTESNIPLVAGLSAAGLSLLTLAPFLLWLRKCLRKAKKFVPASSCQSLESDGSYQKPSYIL
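Test system: HUVEC | Signal: Immunofluorescence imaging | Read-out: Percent E-selectin-positive cells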
RAD54 branch: blocks human RAD54 Holliday junction branch migration; 0.14% of 360,000 active; AID 602329; Q92698; FAM/BHQ fluorescence; inhibition, % at 10.4 µM;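 active = mean normalized replicate activity at least 40 and at least half of replicates scoring 40 or more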;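 also: 0% = median of neutral control wells and 100% = median of positive control wells; inhibitors cause a drop in the FAM fluorescence signal; in these data hits start at about 50%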
* hit, by the source's call; x = not tested or not shown; & = joins results of further samples; [ ] = dose if it differs, or a comment.

Second line of a record: PglD DTNB, Cneo AK release, RAD52 inh, ERAP1 HTS inh, miR-122 sensor, PGC1a acetyl inh, E-sel inducer, RAD54 branch
COc1ccc(CN(C)C[C@@H]2OCCCC[C@@H](C)Oc3ccc(NS(=O)(=O)c4ccccc4)cc3C(=O)N([C@H](C)CO)C[C@@H]2C)cc1
→ -4, 4, 9, 0, 3[16.7 µM], -2, 3.8, 4
O=C(Nc1cccc(-c2nn[nH]n2)c1)c1ccc(Cl)s1
→ -5, 0, -26, -2, x, x, 0.3, -10
CCC1(C(=O)OC)NC(c2cccc(F)c2)C2C(=O)N(C)C(=O)C21 (stereo not given)
→ 3, 1, x, x, -4, -1, x, 15
CCOC(=O)c1c(C)oc2c1c(C=NC1CCS(=O)(=O)C1)c(O)c1ccccc12 (stereo not given)
→ 6, 1, x, x, -1, 7, x, -16
O=C(C1CCN(c2ccc(N3CCOCC3)nn2)CC1)N1CCN(c2ccc(F)cc2)CC1
→ 6, 1, x, x, 10, 5, x, -4
Cc1ccc(C(=O)Nc2ccc(N3CCOCC3)c3nonc23)cc1[N+](=O)[O-]
→ -2, 4, -10, 1, -1, -4, x, -1
COc1ccc(CNC(=O)c2cn(Cc3ccc(S(=O)(=O)N(C)C)cc3)c(=O)s2)cc1
→ -5, 0, -23, x, x, x, x, -5
COc1ccccc1/C=C\C(=O)NCC(=O)N/N=C(/C)c1cccc([N+](=O)[O-])c1
→ -3, -1, -7, 2, 1, -13, x, 0
Cc1cc(C(=O)OCC(=O)Nc2c(F)cccc2F)c(C)n1-c1ccccc1
→ 1, -5, -21, 2, -2, -43, x, 1
C[C@@H]1CN([C@@H](C)CO)C(=O)c2cccc(NC(=O)c3nc4ccccc4s3)c2O[C@H]1CN(C)S(C)(=O)=O
→ 1, -4, 1, -2, 0[16.7 µM], -4, x, 2
CN(C)S(=O)(=O)Nc1cccc(NC(=O)CC23CC4CC(CC(C4)C2)C3)c1
→ -2, -1, -18, -3, x, x, 0.1, -2
CC(C)c1ccccc1OCCCCCNCCO
→ -5, 8, 5, -4, -3, x, x, 6
O=C(NCc1ccco1)c1ccc2c(=O)n(-c3ccccc3)c(=S)[nH]c2c1
→ -3, 0, x, x, -12, -2, x, 1
CCc1ccccc1OCc1nnc(N)s1
→ 2, -1, x, x, -2, 17, x, -13
COc1ccccc1-n1c(SCC(=O)N(C)C2CCS(=O)(=O)C2)nc2ccccc2c1=O (stereo not given)
→ -3, -6, x, x, 1, x, x, -4
Cc1ccc(CC(=O)NCC(C)C)cc1
→ -4, 5, x, x, -8, -11, x, -7
O=C(NCCCn1ccnc1)/C(=C/c1cccnc1)NC(=O)c1ccco1
→ 5, 1, -4, x, -2, -3, 0.0, -2
Cc1cc2c(s1)c1cnn(-c3ccccc3)c(=O)c1n2C
→ 1, -12, -17, 0, -3, -1, 0.1, 3
O=c1cc(-c2ccccc2)oc2ccc3ccccc3c12
→ -5, -5, -24, 0, 11, -1, 0.1, -3
C[C@@H]1CN([C@@H](C)CO)C(=O)c2cc(NC(=O)NC3CCCCC3)ccc2O[C@@H]1CN(C)S(C)(=O)=O
→ -2, 44, -6, -3, -1[16.7 µM], 4, -0.2, -1

Individual results from above:
Result for Cc1cc2c(s1)c1cnn(-c3ccccc3)c(=O)c1n2C in miR-122 sensor: -3
Result for CCc1ccccc1OCc1nnc(N)s1 in miR-122 sensor: -2

A second format for 11 compounds above.
smiles,PglD DTNB,Cneo AK release,RAD52 inh,ERAP1 HTS inh,miR-122 sensor,PGC1a acetyl inh,E-sel inducer,RAD54 branch
C[C@@H]1CN([C@@H](C)CO)C(=O)c2cccc(NC(=O)c3nc4ccccc4s3)c2O[C@H]1CN(C)S(C)(=O)=O,1,-4,1,-2,0[16.7 µM],-4,x,2
CN(C)S(=O)(=O)Nc1cccc(NC(=O)CC23CC4CC(CC(C4)C2)C3)c1,-2,-1,-18,-3,x,x,0.1,-2
CC(C)c1ccccc1OCCCCCNCCO,-5,8,5,-4,-3,x,x,6
O=C(NCc1ccco1)c1ccc2c(=O)n(-c3ccccc3)c(=S)[nH]c2c1,-3,0,x,x,-12,-2,x,1
CCc1ccccc1OCc1nnc(N)s1,2,-1,x,x,-2,17,x,-13
COc1ccccc1-n1c(SCC(=O)N(C)C2CCS(=O)(=O)C2)nc2ccccc2c1=O (stereo not given),-3,-6,x,x,1,x,x,-4
Cc1ccc(CC(=O)NCC(C)C)cc1,-4,5,x,x,-8,-11,x,-7
O=C(NCCCn1ccnc1)/C(=C/c1cccnc1)NC(=O)c1ccco1,5,1,-4,x,-2,-3,0.0,-2
Cc1cc2c(s1)c1cnn(-c3ccccc3)c(=O)c1n2C,1,-12,-17,0,-3,-1,0.1,3
O=c1cc(-c2ccccc2)oc2ccc3ccccc3c12,-5,-5,-24,0,11,-1,0.1,-3
C[C@@H]1CN([C@@H](C)CO)C(=O)c2cc(NC(=O)NC3CCCCC3)ccc2O[C@@H]1CN(C)S(C)(=O)=O,-2,44,-6,-3,-1[16.7 µM],4,-0.2,-1

Later entries:
Second line of a record: PglD DTNB, Cneo AK release, RAD52 inh, ERAP1 HTS inh, miR-122 sensor, PGC1a acetyl inh, E-sel inducer, RAD54 branch
C[C@@H]1CN([C@H](C)CO)C(=O)c2cc(NC(=O)CCCN(C)C)ccc2O[C@H]1CN(C)S(=O)(=O)c1cn(C)cn1
→ 1, -1, 11, 1, -2[16.7 µM], 1, 0.4, 11
Cc1ccc(S(=O)(=O)N2C(=O)CCC2C(=O)N2CCCCC2)cc1 (stereo not given)
→ -1, 0, -8, 0, 9, 4, 0.4, -12
CCCC(=O)Nc1ccc(C#Cc2ccccc2)cc1
→ 0, 0, x, x, -11, -4, x, 6
O=C(C[C@@H]1C=C[C@H](NS(=O)(=O)c2ccc(F)cc2)[C@H](CO)O1)NC1CCCCC1
→ 1, -5, -14, 1, x, -8, 0.2, 2
Cc1cc(N)n(-c2ccccn2)n1
→ 10, 0, -14, 3, 8, -1, 0.9, 8
Cc1cccc(C(=O)NCc2nnc(SCC(=O)NC3CCCC3)n2C)c1
→ 7, -2, -16, -2, -2, -6, x, 1
C/C(=N\Nc1cccc2cccnc12)c1ccccc1O
→ x, x, -16, 11, -2, -5, x, x
CCOC(=O)Cc1cc(=O)[nH]c(/N=C(\N)Nc2ccc(C)c(C)c2)n1
→ x, x, -3, 4, 3, x, 0.1, x
CCn1c(SCC(=O)Nc2cccc(C)c2)nc2nc3c(cc2c1=O)COC(C)(C)C3
→ -3, -3, -10, 5, x, 3, 1.9, -11
O=C(/C=C/c1ccc(O)cc1)c1c(O)cc(O)cc1O
→ -1, 0, -6, -1, -5, 12, x, 11
O=S(=O)(NC1CCN(Cc2ccccc2)CC1)c1ccc(F)c(F)c1
→ 22*, -1, -58, -2, -3, 9, -0.7, 0
CCNC(=S)Nc1sc2c(c1C#N)CCC(C)C2 (stereo not given)
→ x, x, -14, 0, -2, -4, 0.0, x
COc1ccc(C2c3c(-c4ccccc4)n[nH]c3C(=O)N2c2ccc(C(=O)O)cc2)cc1 (stereo not given)
→ x, x, 3, 0, x, 21, 0.2, x
CCOc1ccc(OCCCC(=O)ON=C(N)c2ccccc2Cl)cc1
→ 0, 3, -7, 1, 1, 0, 0.7, -2
COc1cc(CNS(=O)(=O)c2ccc3c(c2)CC(C)N3C(=O)C2CCC2)cc(OC)c1OC (stereo not given)
→ 1, 0, -11, 1, x, x, x, -10
COc1ccc2c(c1)[C@H]1[C@H](CO2)[C@H](c2ccccc2)[C@]2(C)C(=O)Nc3ccc(Br)cc3C(=O)N12
→ 4, -9, -31, -1, x, x, -0.1, -1
Cc1[nH]c2ccc(C(=O)NCCN3CCCCCC3)cc2c1C
→ -3, -1, -3, 1, x, x, x, -16
CCCC(O)(CCN1CCOCC1)c1ccc(Cl)cc1 (stereo not given)
→ -6, 10, -11, -2, -17, -1, 7.3, -3
CN(C)S(=O)(=O)N1CCN(S(=O)(=O)c2ccccc2)CC1
→ -5, 2, x, x, -4, 3, x, 5
Nc1ccn([C@@H]2O[C@H](COS(=O)(=O)O)[C@@H](O)[C@H]2O)c(=O)n1
→ -3, 1, -8, -3, x, x, -0.1, 4
Cc1cc(N2C(=O)CCC2=O)n(-c2ccccc2)n1
→ 1, 0, x, x, -1, 7, x, -6
COC(=O)c1ccc(NC(=O)C2C3C=CC(O3)C2C(=O)O)cc1 (stereo not given)
→ -2, 4, x, x, 6, -7, x, -1
Nc1nnc(SCC(=O)NCCNC(=O)CSc2nnc(N)s2)s1
→ 4, -2, -16, 6, -5, 3, 0.0, -10
CC[C@@]12C(=O)N(c3cccc(Br)c3)C(=O)N1[C@H](c1ccc(Cl)cc1)[C@@H]1C(=O)N(C3CCCCC3)C(=O)[C@@H]12
→ -10, -2, -9, 2, x, x, x, -13
C=CCOC(=O)C1=C[C@H](c2csc3ccccc23)C[C@H](OCCCCO)O1
→ 1&-6, -6&2, -9&-34, -1&3, 0, -2&7, 0.4, 5&-3
COc1ccccc1NC(=O)CCNC(=O)C1CCN(S(=O)(=O)c2ccccc2)CC1
→ 4, 9, 3, -4, -3, -9, 0.3, 4
Nc1nc(NC(=O)c2cccs2)nn1-c1ccccc1
→ 4, -1, -1, -5, 1, 0, x, -9
Cc1cccc(NC(=O)CCCCCN2C(=O)c3ccccc3C2=O)n1
→ 1, 0, x, x, -1, -5, x, -5
COc1ccc(NC(=O)C2Cc3c(-c4cccc(C(N)=O)c4)ccnc3O2)cc1OC (stereo not given)
→ -7, 1, -5, 3, 5, -1, 0.0, 3
CCOc1cc(/C=N/NC(=O)CCCC(=O)NC2CCCCC2)ccc1O
→ -5, 102*, -5, 0, 7, -10, -0.1, -2
O=C(Nc1c2c(nn1-c1ccc([N+](=O)[O-])cc1)CS(=O)(=O)C2)c1ccccc1F
→ -1, 5, -14, 1, -5, -2, 5.8, -2
CC/C(=N\NC(=O)c1nnn(-c2nonc2N)c1-c1cccs1)c1ccccc1
→ 0, -1, -7, -2, -2, x, 1.9, -14
COc1cccc(-c2nnn(CC(=O)Nc3cc(OC)c(NC(=O)c4ccco4)cc3OC)n2)c1
→ -7, -1, x, x, -4, 48, x, 2
COc1ccc(C(=O)N/N=C/c2ccccc2C(=O)O)cc1OC
→ -3, 5, -5, -3, -4, 4, x, -3
COc1cccc(/C(C)=N/NC(=O)Cc2c(C)[nH][nH]c2=O)c1
→ x, x, -18, -1, -7, -1, 0.0, x
OCC1(CCOc2ccccc2)CCN(Cc2ccccc2OC(F)F)CC1
→ 7, -2, -17, -2, 7, 5, x, 0
O=C(C[C@@H]1C=C[C@@H](NC(=O)Nc2ccc3c(c2)OCO3)[C@@H](CO)O1)NCc1ccccc1
→ 4, -5, -4, 2, x, 1, -0.1, -9
O=C(Oc1ccc(C(=S)N2CCCCC2)cc1)c1ccccc1
→ x, x, 2, 4, 7, 2, x, x
O=[N+]([O-])c1ccc(Sc2n[nH]c(-c3ccccc3)n2)nc1
→ -2, 2, x, x, -5, -5, x, 1
O[C@@H]1CN(Cc2cccs2)[C@@H](c2ccc(Cl)cc2)C[C@H]1n1cc(-c2ccc(F)cc2)nn1
→ -6, -2, -7, 16, -3, x, 0.2, 0
COc1ccc(-c2cc3ccc(OCc4nn[nH]n4)cc3oc2=O)cc1
→ -5, -11, x, x, 1, 6, -1.8, -5
O=C(c1ccccc1F)N1CCN(c2ccc([N+](=O)[O-])c(NCc3cccnc3)c2)CC1
→ -14, -5, -7, x, -13, 1, x, 2

Source: PubChem (Broad Institute)
